# SRC2 inh: inhibits human steroid receptor coactivator 2. HEK293 GAL4-SRC2 luciferase reporter, luminescence. inhibition, % at 9 µM. 370,000 tested, 0.17% active;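 active means inhibition above the mean inhibition of all tested compounds plus 3 SD, set per campaign, cut at about 52% in these data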;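 further: 0% = DMSO treated cells and 100% = cells given Gossypol at 36 µM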
# Target sequence (Q15596 whole entry, looked up, the tested form may be a part): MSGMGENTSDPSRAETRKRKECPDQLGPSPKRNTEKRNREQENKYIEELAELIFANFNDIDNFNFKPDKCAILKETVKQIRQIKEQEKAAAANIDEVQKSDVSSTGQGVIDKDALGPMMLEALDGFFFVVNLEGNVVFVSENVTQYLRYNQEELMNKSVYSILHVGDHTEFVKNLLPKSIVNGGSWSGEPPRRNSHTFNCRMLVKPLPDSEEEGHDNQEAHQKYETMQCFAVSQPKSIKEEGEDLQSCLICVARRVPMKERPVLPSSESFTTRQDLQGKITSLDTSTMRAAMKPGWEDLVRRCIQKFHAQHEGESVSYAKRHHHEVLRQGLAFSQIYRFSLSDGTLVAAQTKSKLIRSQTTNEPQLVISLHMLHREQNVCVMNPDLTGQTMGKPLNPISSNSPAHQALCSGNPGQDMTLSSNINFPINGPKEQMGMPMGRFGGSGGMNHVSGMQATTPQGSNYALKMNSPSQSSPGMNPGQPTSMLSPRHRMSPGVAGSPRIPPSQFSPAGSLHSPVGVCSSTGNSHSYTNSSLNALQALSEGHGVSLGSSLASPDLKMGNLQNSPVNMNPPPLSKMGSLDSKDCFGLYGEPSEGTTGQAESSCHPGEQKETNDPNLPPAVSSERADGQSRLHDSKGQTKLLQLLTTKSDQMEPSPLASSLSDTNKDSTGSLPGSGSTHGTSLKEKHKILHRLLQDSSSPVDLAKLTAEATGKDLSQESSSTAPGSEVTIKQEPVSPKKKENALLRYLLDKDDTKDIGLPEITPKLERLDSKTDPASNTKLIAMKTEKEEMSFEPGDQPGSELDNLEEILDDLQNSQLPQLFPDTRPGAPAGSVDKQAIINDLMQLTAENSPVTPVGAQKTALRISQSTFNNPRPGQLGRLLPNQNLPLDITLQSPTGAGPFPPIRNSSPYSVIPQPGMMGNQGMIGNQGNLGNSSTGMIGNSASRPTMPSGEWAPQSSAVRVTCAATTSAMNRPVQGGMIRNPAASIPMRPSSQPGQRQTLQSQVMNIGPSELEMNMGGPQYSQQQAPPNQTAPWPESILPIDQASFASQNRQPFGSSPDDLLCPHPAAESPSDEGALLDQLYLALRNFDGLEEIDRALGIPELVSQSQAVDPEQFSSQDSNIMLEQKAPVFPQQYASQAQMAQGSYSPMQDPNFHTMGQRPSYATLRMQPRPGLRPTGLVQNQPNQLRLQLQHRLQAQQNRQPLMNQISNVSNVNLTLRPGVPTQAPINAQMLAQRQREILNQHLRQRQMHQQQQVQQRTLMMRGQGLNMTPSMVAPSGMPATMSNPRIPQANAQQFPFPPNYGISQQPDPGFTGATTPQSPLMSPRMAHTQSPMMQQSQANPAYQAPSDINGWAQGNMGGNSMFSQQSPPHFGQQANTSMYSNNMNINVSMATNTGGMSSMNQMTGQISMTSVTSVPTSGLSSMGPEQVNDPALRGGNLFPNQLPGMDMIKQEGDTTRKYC
# CF NFkB inh: cystic fibrosis NF-kB activation inhibition; KKLEB NF-kB-GFP reporter, PAF-induced, GFP fluorescence overnight; inhibition, % at 5 µM; 360,000 tested, 0.86% active;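 active means at least 50% inhibition at 5 µM, scaled per plate between neutral and stimulator controls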;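 further: PAF is a Pseudomonas aeruginosa culture filtrate used as stimulus; plate controls were PAF-stimulated DMSO wells for no effect and unstimulated DMSO wells for full effect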
# LMP1 NFkB inh: reduces LMP1-driven NF-kappaB luciferase signal. LMP1-induced NF-kappaB luciferase reporter cells, luminescence. inhibition, % at 12.5 µM. 350,000 tested, 0.69% active; in the data active means inhibition above about 41%;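 further: 0% = neutral control wells and 100% = reference inhibitor control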
# LRH-1 inv ag: inverse agonists of human LRH-1 (NR5A2); HEK293T StAR-luciferase reporter, LRH-1 transfected, 24 h; inhibition, % at 3.6 µM; 360,000 tested, 0.13% active; AID 602396;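 active means inhibition above the mean inhibition of all tested compounds plus 3 SD, cut at about 73% in these data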;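 further: 0% = DMSO wells and 100% = reporter-only cells lacking LRH-1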
# KKLEB tox: counter-screen for CF NF-kB inhibitors: cytotoxicity; activity change (cytotoxicity), % at 5 µM; AID 602141; 360,000 tested, 0.36% active; KKLEB CF airway cells viability, ATPlite luminescence, overnight; stronger effect = lower value; cells stimulated with P. aeruginosa culture filtrate;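 active means corrected activity change at or below -50% at 5 µM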
# TROY signal inh: inhibitors of TROY-dependent NF-kB signaling; Q293 LMP1-TROYcd NF-kB luciferase reporter, 4 h; inhibition, % at 10 µM; 360,000 tested, 0.98% active; AID 1347056;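 active means compounds whose plate-normalised and pattern-corrected inhibition of the luciferase reporter signal at the single screening dose is 50% or more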
# TWEAK Fn14 block: TWEAK-Fn14 signaling inhibition. 360,000 tested, 2% active. inhibition, % at 10 µM. TWEAK-stimulated Fn14 reporter cells, luciferase luminescence, 8 h; in the data active means inhibition above about 50%
# COUP-TFII inh: NR2F2 (human) inhibition, primary screen; 370,000 tested, 0.7% active; HEK293T NGFI-A luciferase reporter, luminescence; AID 686940; inhibition, % at 8.6 µM; P24468;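 active means inhibition above a per-plate cutoff, mean inhibition of test wells between control levels plus 3 SD, cut at about 38% in these data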;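 further: cells cotransfected with COUP-TFII expression vector driving the NGFI-A reporter; 0% = median of COUP-TF2 test wells and 100% = reporter-only cells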
# SRC3 inh: inhibitors of human steroid receptor coactivator 3 (SRC3) | 360,000 tested, 0.17% active | inhibition, % at 3.6 µM | Q9Y6Q9 | AID 588352 | HEK293 GAL4-SRC3 luciferase reporter, luminescence;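 active means inhibition above a per-campaign cutoff, the mean of all compounds plus 3 SD, cut at about 60% in these data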;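 further: 0% = DMSO-treated cells and 100% = gossypol-treated cells at 36 µM; higher means less SRC3-driven luciferase light from the GAL4 reporter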
# TRAIL sens C8: sensitizes caspase-8 expressing cells to TRAIL | NB7+C8 cells + TRAIL, ATPlite viability luminescence | inhibition (viability loss, TRAIL sensitization), % at 10 µM | 360,000 tested, 1% active;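 active means compounds causing at least 50% loss of cell viability in the single-dose screen, relative to plate controls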
# NCOA1 inh: inhibits human SRC1 coactivator | Q15788 | HEK293 GAL4-SRC1 luciferase reporter, luminescence | inhibition, % at 3.6 µM | 360,000 tested, 0.12% active | AID 588354;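 active means inhibition above the campaign mean plus 3 SD, with each screening campaign given its own cutoff, cut at about 60% in these data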;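 further: 0% = DMSO treated cells and 100% = gossypol at 36 µM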
# Starred values were filed as active, the others as inactive; / = not tested or not shown. Hits appear at their usual frequency; any-hit rate near 4.2%.
SMILES,SRC2 inh,CF NFkB inh,LMP1 NFkB inh,LRH-1 inv ag,KKLEB tox,TROY signal inh,TWEAK Fn14 block,COUP-TFII inh,SRC3 inh,TRAIL sens C8,NCOA1 inh
Cc1cccc(C2CC(c3ccc(Br)cc3)Nc3nc(N)nn32)c1 (configuration not stated),-4.4,11.8,-5.0,4.9,10.3,-11.1,6.9,-6.2,13.9,-18.1,-18.0
Oc1ccc2ccccc2c1C=Nc1cc(C(F)(F)F)ccc1N1CCCC1,-17.4,-0.8,-2.9,18.9,-3.1,12.3,35.2,13.6,15.2,2.0,-8.6
CCOc1nc(CC(C)C)c2c(c1C#N)CC(C)(C)OC2,-1.1,26.3,-19.9,-15.1,-11.0,-13.4,0.2,-8.7,4.5,-44.8,6.0
CCN(CC(=O)NCc1ccncc1)S(=O)(=O)c1ccc(OC)cc1,-3.8,16.0,-0.3,-6.8,7.4,10.1,13.9,6.5,-16.1,-1.3,-6.3
COc1ccc(-c2nc(CSCC(=O)NC3CCCc4ccccc43)c(C)o2)cc1 (configuration not stated),14.0,-1.8,6.7,-13.4,4.8,13.9,23.4,9.3,12.7,6.0,-1.1
COc1ccccc1N(C)S(=O)(=O)c1ccc(C(=O)NNC(=O)c2ccccc2O)cc1,-11.1,5.8,26.2,2.7,11.2,4.9,-7.2,27.0,23.9,6.8,6.7
COc1ccc(NC(=O)CC(C)C)c([N+](=O)[O-])c1,0.1,-25.3,-3.7,-0.4,-5.7,-13.1,11.0,5.8,21.5,-3.9,-38.0
O=C(Nc1ccc(O)cc1)c1ccc(NC(=O)c2cccs2)cc1,-35.1,1.2,-24.8,-73.0,-3.7,-53.2,-17.8,-60.1,-79.0,66.5*,-55.5
CSc1cccc(NS(=O)(=O)c2cn(C)cn2)c1,-8.2,2.1,-2.2,2.8,5.0,-7.5,-1.3,-1.1,-6.2,25.5,5.4
O=C(Nc1ccc(S(=O)(=O)N2CCCC2)cc1)C1CC(=O)N(CCc2ccc(F)cc2)C1 (configuration not stated),24.0,5.3,-1.0,33.3,-9.4,-0.9,9.9,-8.2,-5.8,-0.7,-1.9
CCOc1cc(/C=C(/NC(C)=O)C(=O)O)cc(Cl)c1OCc1ccc(Br)cc1,-6.4,13.7,-13.9,5.2,-10.6,-2.8,-0.2,3.4,0.0,-0.6,7.7
CN1CCN(Cc2nc(-c3cccs3)no2)CC1c1ccccc1 (configuration not stated),-11.2,-8.8,4.5,32.1,13.1,2.5,5.8,5.4,3.5,-2.7,14.9
CC(O)(c1ccc(F)c(F)c1)c1nc(-c2ccc(S(C)(=O)=O)cc2)cs1 (configuration not stated),5.9,-28.5,/,43.1,19.0,16.0,19.9,14.4,4.5,3.6,12.8
Cc1nn(CC(=O)NC(=O)NC2CCCCC2C)c(=O)c(C#N)c1C (configuration not stated),11.3,7.6,17.4,-4.7,-0.8,8.7,10.0,-6.2,8.5,-5.7,-18.2
Cc1ccc(C(=O)Nc2ccc(CN3CCCCC3)cc2)c(C)c1,-0.3,-13.2,-14.6,-5.3,-0.8,-9.4,0.7,-23.8,12.3,4.8,-26.9
CCCN1CCC(=O)N([C@H](COc2ccccc2)c2ccccc2)CC1,4.7,-7.4,-10.9,-5.9,10.2,9.5,4.8,-4.9,4.9,-5.2,-6.2
O=C(Nc1ncccc1O)c1ccc(NS(=O)(=O)c2ccc3[nH]c(=O)[nH]c3c2)cc1,16.6,11.5,15.0,-20.5,2.8,16.3,4.7,-3.0,6.4,-5.6,-12.4
Cc1ccc(NC(=O)c2ccc(-n3cncn3)c([N+](=O)[O-])c2)cc1F,27.3,7.4,-1.3,-26.3,-18.7,-11.5,-11.1,11.8,21.6,-0.2,-36.2
CC1=C(C(=O)N2CCCC(CCC(=O)NCc3ccccc3F)C2)OCCO1 (configuration not stated),7.5,-13.8,4.7,0.8,-0.4,-1.2,-5.1,20.9,10.3,4.3,3.7
COc1cc(CN2C[C@@H](CO)O[C@@H](n3cnc4c(NCCN(C)C)ncnc43)C2)cc(OC)c1OC,1.4,1.0,/,2.4,-10.5,11.0,11.9,7.6,15.1,15.2,-0.6
CC1Cc2ccccc2N1C(=O)CCn1c(=O)oc2ccccc21 (configuration not stated),4.7,18.9,-0.9,14.7,-12.3,-9.4,6.7,-11.6,2.8,7.9,-12.5
CCCn1c(SCC(=O)Nc2ccc3c(c2)CCC3)n[nH]c1=O,5.0,1.3,-0.5,-4.1,11.5,-20.9,1.1,-6.8,9.2,-17.4,-19.7
CN(C)CCCN(C(=O)c1ccc([N+](=O)[O-])o1)c1nc2cc3c(cc2s1)OCO3,22.9,17.6,-15.3,11.1,3.8,16.6,-11.8,-7.1,9.2,10.7,-12.0
Cc1cc(OC(=O)c2ccccc2[N+](=O)[O-])c([N+](=O)[O-])c(=O)[nH]1,-34.8,-11.9,-4.9,25.8,-8.7,-29.0,-26.5,6.3,-41.3,8.5,-16.0
COC(=O)C1=CN(C(C)C)C=C(C(=O)OC)C1c1cc(Br)c(OC)c(OC)c1,-9.0,3.6,-2.8,0.0,-5.8,-22.1,-1.8,-19.1,0.3,-13.4,-0.3
NC(=O)c1ccc(NC(=O)COC(=O)C2COc3ccccc3O2)cc1 (configuration not stated),8.8,5.4,-8.8,44.2,1.2,-12.0,-27.8,1.3,-16.1,-3.2,-7.5
Cc1ccsc1C(=O)N1CCC1(C)C(=O)NS(=O)(=O)c1ccccc1 (configuration not stated),-21.4,0.7,/,-3.3,-12.0,5.1,-9.0,-0.4,10.5,0.1,-10.5
Cc1c(Cl)c([N+](=O)[O-])nn1CC(=O)NCc1ccc(Cl)cc1,3.8,-2.7,-8.1,-6.1,-10.6,4.7,-18.2,4.8,6.6,-6.2,-3.4
O=C1CCC2c3[nH]c4ccccc4c3CCN12 (configuration not stated),-26.8,-12.5,0.8,-4.6,8.9,-13.2,-7.0,-10.4,6.5,11.8,0.2
COc1cc(O)c(C(=O)CC(=O)c2ccncc2)c(OC)c1,-20.6,-11.9,5.3,2.6,2.8,-11.1,-12.5,-24.4,0.0,8.6,4.7
Cc1sc2ncnc(N3CCC(C(=O)Nc4ccc(Cl)cc4Cl)CC3)c2c1C,-50.2,27.1,13.5,4.1,-14.4,34.8,14.5,4.2,0.0,-13.2,-8.7
CCN1CCN(C(=O)N(Cc2ccc(Cl)cc2)S(=O)(=O)c2ccc(C)cc2)CC1,1.1,3.2,-3.1,-0.3,-0.6,-2.1,0.6,2.0,0.7,2.2,4.7
Oc1ccc(Cl)cc1CNCC1CCCCC1,-43.4,14.7,-10.0,-19.1,-11.4,-53.1,-18.4,-13.3,-11.2,13.5,-9.9
COc1ccc(C(=O)NC2CC2)cc1OC1CCN(Cc2ccccc2)CC1,8.2,-3.9,-1.2,-0.6,32.9,3.0,-5.8,-26.5,17.3,-2.9,8.1
O=C(Nc1ccccc1C(=O)Nc1ccc(F)cc1)c1ccco1,-18.4,1.3,-1.8,14.3,-3.8,18.6,-15.6,13.2,14.2,2.0,-23.9
Cn1c(C(=O)NCCCN2CCN(c3cccc(Cl)c3)CC2)cc2c(=O)n(C)c3ccccc3c21,-12.5,-44.9,-12.5,11.0,-21.3,21.2,-37.3,-7.1,8.6,29.1,-5.7
CCOc1ccc(C(=O)NCCC(=O)N2CCC3(CC2)NCCc2[nH]cnc23)cc1,12.9,5.9,-1.0,-1.9,4.2,9.7,7.2,8.9,-18.2,-4.0,-83.2
Cc1cc(NCc2ccccn2)n2nc(C)c(-c3ccccc3)c2n1,-0.6,9.3,0.8,-9.5,-9.7,-26.6,-19.0,-8.8,12.9,18.7,2.4
Cc1cc(NC(=O)COc2ccc(C(C)(C)C)cc2)no1,-25.8,10.1,-17.8,-26.6,0.4,-30.7,18.8,-0.9,-7.6,1.8,-33.6
COc1ccc(CCNC(=O)COC(=O)Cn2cnc3ccccc32)cc1OC,18.6,5.7,6.4,-6.9,-12.3,7.5,12.5,1.3,-0.2,-4.7,-13.6
CCc1nn(-c2cc(Oc3ccccc3)nc(-c3ccccc3)n2)c(N)c1C#N,-11.9,-2.6,4.2,7.8,1.1,-15.7,-2.4,1.5,6.0,-1.2,-15.3
Cc1cc(C)cc(NS(=O)(=O)c2ccc(NC(=S)NC(=O)c3ccc(Br)o3)cc2)c1,11.7,-19.4,-0.6,20.9,12.4,11.5,17.9,19.4,10.8,9.6,8.4
CC(=O)N1CCc2cc(S(=O)(=O)Nc3ccccc3N3CCN(C)CC3)ccc21,-3.7,2.0,-14.0,-23.9,-1.4,-10.2,-7.7,-29.4,-6.3,-5.9,-10.1
CN(C)CCN(C(=O)c1ccc(S(=O)(=O)N(C)c2ccccc2)cc1)c1nc2cc3c(cc2s1)OCO3,-10.4,17.7,6.1,16.8,2.8,-16.8,-13.2,1.3,-5.4,23.0,-2.1
COc1cc(/C=C2\C(=O)ON=C2c2ccccc2)cc(OC)c1OC,-32.6,5.2,3.0,11.5,5.4,-34.2,-33.7,13.3,-8.5,-18.4,0.0
COc1ccc(C(=O)Nc2cccnc2)cc1,-19.1,0.9,-2.4,-10.9,6.6,-20.4,-19.4,-11.0,3.3,3.9,-21.4
O=C(c1c[nH]c2ccccc12)N1CCN(Cc2ccccc2)CC1,6.1,19.1,13.4,18.0,-4.6,7.9,43.0,2.5,21.1,-0.6,6.7
Cc1ccc(NS(=O)(=O)c2ccc(CCC(=O)NCc3ccccn3)cc2)cc1,-18.7,-25.1,-7.9,-1.0,12.9,-15.3,3.9,-0.3,17.3,-6.8,-3.2
COc1ccc(-c2[nH][nH]c(=O)c2NC(=O)c2ccc(C)cc2)cc1,-0.4,-2.7,/,5.9,-11.1,7.1,1.6,12.2,-1.4,-15.0,1.2
CCCCCC(=O)Nc1ccc(-c2cn3cccnc3n2)cc1,-17.6,-1.6,3.3,-18.8,6.9,-29.5,-20.2,-9.5,-22.8,3.3,-24.8
CNC(=S)N1CCN(C(c2ccccc2)c2ccccc2)CC1,-17.9,2.9,-2.6,-1.8,5.9,-3.1,17.0,13.0,15.7,3.7,-0.6
CN(C(=O)/C=C/c1ccc([N+](=O)[O-])s1)c1ccccc1,31.1,13.5,-78.7,11.7,16.2,-15.5,40.6,-11.4,4.2,1.1,-1.4
CCCc1nc(SCC(=O)c2ccccc2)c2c(=O)n(C)c(=O)n(C)c2n1,-7.8,7.0,-39.4,3.8,12.3,23.3,38.5,5.4,-16.6,-3.9,8.8
NS(=O)(=O)c1ccc(NC(=O)Cn2nc(C(=O)O)c3ccccc3c2=O)cc1,-3.1,-3.6,1.5,9.2,12.3,1.1,17.6,-2.0,-27.1,-8.4,-15.4

# Screening results (PubChem BioAssay)
